Giardia FBPA inh: Giardia lamblia aldolase inhibition; A8B2U2; purified Giardia FBPA; Potency, µM (top dose mostly 59.6 µM), for inactives: at the highest dose activity, negative = inhibition, actives largely listed as inhibitors; 290,000 compounds, 0.71% hits; further: potency means the concentration at half of the fitted maximal effect; on the % scale 0 is the no-effect control and ±100 the full control effect; nearly all actives have a fitted effect of over 55% in size
Target sequence (A8B2U2 whole entry, looked up): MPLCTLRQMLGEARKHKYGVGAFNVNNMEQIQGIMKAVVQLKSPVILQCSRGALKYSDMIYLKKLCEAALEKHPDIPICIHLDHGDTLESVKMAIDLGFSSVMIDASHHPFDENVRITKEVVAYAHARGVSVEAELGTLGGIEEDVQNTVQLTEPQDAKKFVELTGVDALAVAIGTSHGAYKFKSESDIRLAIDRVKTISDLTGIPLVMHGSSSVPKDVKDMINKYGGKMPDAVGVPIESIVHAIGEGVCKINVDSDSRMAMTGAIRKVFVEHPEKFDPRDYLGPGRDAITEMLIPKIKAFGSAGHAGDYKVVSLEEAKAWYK
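40 nM FBPA preincubated 10 min at RT with compound (up to 57.5 uM final), then substrate plus GAPDH/TPI/NAD/arsenate coupling and diaphorase/resazurin added. Fluorescence read after 20 min at RT, 525/598 nm.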
Pf growth 96h: P. falciparum growth inhibition at 96 hours. P. falciparum luciferase reporter growth, 96 h. Potency, µM (highest dose often 28.7 µM), for inactives: at the top dose activity change, negative = inhibition, usual class: inhibitors. 320,000 compounds, 6.9% hits. AID 504834; further: potency means the concentration at half of the fitted maximal effect; on the % scale 0 is the no-effect control and ±100 the full control effect
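Parasite growth measured via integrated firefly luciferase reporter in P. falciparum. Infected erythrocytes at 2% hematocrit, 0.05% parasitemia final were treated 96 hours at 37 C under 5% CO2, and luminescence was read.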
Shiga inhibitor: inhibitors of Shiga toxin in Vero cells; Vero cells, Shiga toxin protein synthesis inhibition reporter; inhibition, % at 38.7 µM; 290,000 compounds, 9.2% hits; AID 2315; in the data active means inhibition mostly above about 28%, no sharp cut-off; inactive means mostly below about 43%; further: 0% is about no effect
Sm TGR block: S. mansoni TGR enzyme inhibition | Potency, µM (highest dose often 114 µM), inactives show at the top dose activity change, negative = inhibition, hits mostly inhibitors | purified TGR, DTNB reduction, TNB absorbance 405 nm | 360,000 compounds, 3% hits | Q962Y6 | AID 485364; further: potency means the concentration at half of the fitted maximal effect; on the % scale 0 is the no-effect control and ±100 the full control effect; nearly all actives have a fitted effect of over 60% in size
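First, TGR (20 nM dispensed) and NADPH were mixed with compound. Second, a 15 min room-temperature incubation followed. Third, further NADPH and then DTNB were added to start the reaction. Finally, TNB absorbance was monitored kinetically.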
Pf growth 48h: inhibits P. falciparum growth in the first generation, 48 h; P. falciparum luciferase growth in erythrocytes, 48 h; Potency, µM (series often up to 28.7 µM), for the others: at the top dose activity change, negative = inhibition, most hits filed as inhibitors; 310,000 compounds, 5.9% hits; further: potency means the concentration at half of the fitted maximal effect; on the % scale 0 is the no-effect control and ±100 the full control effect
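Luciferase-expressing P. falciparum in infected erythrocytes (2% hematocrit, 0.1% parasitemia final) in RPMI 1640/0.5% Albumax were exposed to compound for 48 hours at 37 C, 5% CO2; growth read as luminescence.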
Cycloheximide cs: counter-screen hit for Shiga toxin inhibitors, cycloheximide; 300,000 compounds, 12% hits; max response, %; cell reporter, cycloheximide protein synthesis inhibition counterscreen; in the data active means max response mostly above about 13%, no sharp cut-off; inactive means mostly below about 14%; further: read at 38.3 µM for the half of the compounds with a filed dose; 0% is about no effect
An asterisk follows results filed as active; ? = inconclusive; nt = no result given; & = joins results of further samples; [ ] = remark or other dose. Unless noted, the call rests on the fitted dose curve; in most records, active means well fitted curve in the direction sought with a large enough effect; inconclusive means small, poorly fitted or top-dose-only effect, or another doubt; inactive means no such curve, though single readings can be large; an effect the other way counts as inactive or inconclusive. Compounds were not picked by outcome. About 24% of those tested had a hit in this group.

compound | Giardia FBPA inh | Pf growth 96h | Shiga inhibitor | Sm TGR block | Pf growth 48h | Cycloheximide cs
COc1ccc(NC(=O)C(NC(=O)Cc2cccs2)c2ccc(C)cc2)cc1 (configuration not stated) | 3% | 21% | -7 | -1% | 0% | 0
Cc1ccc(CSCCC(=O)NCCc2ccc(Cl)cc2)cc1 | 8% | ? | -11 | -17% | 0% | -2
Cc1cccc(C(=O)Nc2nnc(S(=O)(=O)N3CCOCC3)s2)c1 | ? | 5% | 23 | 2%&1% | -13% | 9
CCCCNC(=O)c1nn2c(C(F)(F)F)cc(-c3ccccc3)nc2c1Br | 5% | 78%[activator] | -4 | -1% | ? | -3
CCCCN(C)CCCN1C(=O)C2C(C(=O)Nc3cccc(OC)c3)C3C=CC2(O3)C1C(=O)NC1CCCCC1C (configuration not stated) | -2% | ? | -20 | -10% | ? | -2
COc1ccc(CN2CCc3ccccc3C2)c(OC)c1OC | -17% | -26% | -24 | 0% | nt | -5
CC(Sc1nc2ncc(Cl)cc2[nH]1)C(=O)NC1(C#N)CCCCC1 (configuration not stated) | nt | -15% | nt | -3% | 2% | nt
CCc1ccc(-c2nn[nH]n2)cc1 | 4% | 44%[activator][5.75 µM] | -10 | 4% | -24% | -2
c1ccc2c(c1)ncn2CCOCCOCCn1cnc2ccccc21 | -3% | 161%[activator] | -2 | 1% | ? | 2
O=C(CCN1CCCCC1)c1ccccc1 | 4% | -9% | 0 | 0% | nt | 16
Cc1cc(NC(=O)C(Cl)(Cl)Cl)no1 | 4% | 12% | -7 | -3% | 42%[activator] | -2
COc1ccc(S(=O)(=O)NCc2ccncc2)cc1NC(=O)c1ccc(Cl)cc1 | nt | ? | nt | 4% | -17% | nt
Cc1cc(=O)[nH]c(N/N=C/c2ccc(N(C)C)cc2)n1 | -10% | ? | 50* | 1% | 43%[activator] | 24*
CCCOC(=O)N1CCN(/[N+]([O-])=N/Oc2ccc([N+](=O)[O-])cc2[N+](=O)[O-])CC1 | -5% | nt | 16 | nt | nt | 8
O=C(NCCc1ccc(Cl)cc1)C1CCN(c2ncccn2)CC1 | 6% | 27% | -3 | nt | 26% | 9
FC(F)Sc1ccc(Nc2ncnc3nc[nH]c23)cc1 | 1% | 0% | 11* | -5% | 66%[activator] | 36*
CC1CCN(C(=O)COC(=O)CNC(=O)c2ccccc2F)CC1 | nt | -8% | nt | 2% | 6% | nt
Cc1ccc(S(=O)(=O)NNC(=O)Nc2cccc3ccccc23)cc1 | 6% | 1.9µM* | -13 | 7% | 8% | -1
CCn1c(C2CCN(Cc3ccccc3)CC2)n[nH]c1=S | -4% | 42%[activator] | -9 | -4% | 10% | 8
Cc1nc2c3ccccc3nc(NNC(=O)CCC(=O)N3CCCC(C)C3)n2n1 (configuration not stated) | nt | 9.3µM* | 2 | 1% | 0% | 12
Cc1noc(/C=C/c2ccco2)c1S(=O)(=O)N1CCC(C(=O)N(C)Cc2ccccc2)CC1 | 4% | 8% | 40* | 13µM* | 1.9µM* | 13
Cc1sc2ncn(CC(=O)NCCCC(=O)NCc3ccc(F)cc3)c(=O)c2c1C | 8% | -23% | -7 | -12% | 18% | -1
O=C(CSc1nnc(CNC(=O)C23CC4CC(CC(C4)C2)C3)n1-c1ccccc1)Nc1ccc(F)cc1 | 1% | ? | -2 | -13% | ? | -4
Cc1nc2ccc(S(=O)(=O)NC(C(=O)N3CCn4c3nc3ccccc34)C(C)C)cc2s1 (configuration not stated) | 6% | 11% | -4 | -27% | nt | -1
COc1ccccc1C(=O)Nc1sc(C(=O)N2CCCC2)c(C)c1C#N | -1% | -22% | -8 | 1% | ? | -4
Cc1ccc(CNC(=O)CCc2nc3ccccc3c(=O)[nH]2)cc1 | 3% | 0% | -4 | 5% | 7% | -2
O=C(Nc1ccccc1C(=O)NCCc1ccccc1)c1ccco1 | 0% | nt | 44 | 1% | 48%[activator] | 37*
COc1cc2c(cc1OC)C1(Nc3c-2c(C)nn3-c2ccccc2)C(=O)Nc2ccccc21 (configuration not stated) | -10% | 1.5µM* | -3 | -14% | nt | -1
FC(F)(F)c1cc(-c2ccccc2)nc(N2CCCCC2)n1 | 5% | -27% | -19 | 5% | 19% | -1
Cc1cc(C)c(S(=O)(=O)Nc2ccc(Cl)cn2)c(C)c1 | -12% | 20% | 10 | 4% | 10µM* | -5
Oc1ccc(-c2csc(Nc3ccccn3)n2)c(O)c1 | 2% | 22% | 131* | 8% | 261%[activator] | 34*
O=C(CC(C(=O)NCc1ccccc1)c1nc2ccccc2c(=O)[nH]1)NCc1ccccc1 (configuration not stated) | 1% | 12% | 8 | 11% | ? | -1
COc1ccccc1NC(=O)c1cc(-c2cc(OC)c(OC)c(OC)c2)nc2ccccc12 | 2% | ? | 12 | 3% | 4.7µM* | 6
COc1cccc(N(CC(=O)Nc2ccc3c(c2)OCO3)S(=O)(=O)c2ccccc2)c1 | -3% | ? | -5 | -8% | nt | 9
COc1ccccc1OCC(O)CN1CCOCC1 (configuration not stated) | 12% | -29% | -4 | 2% | 75%[activator] | -1
CC(=O)NC(Cc1ccccc1)C(=O)NC1CCN(C(=O)c2ccc([N+](=O)[O-])cc2)CC1 (configuration not stated) | 3% | 10% | -8 | -3% | -2% | -5
O=C(O)CNC(=O)/C(=C\c1ccc2c(c1)OCO2)NC(=O)c1ccc(Br)cc1 | 9% | ? | -18 | -4% | 8% | -2
O=C(NC1CCCc2ccccc21)c1ccccc1Br (configuration not stated) | 5% | ? | -13 | 1% | 9% | -3
O=C(COc1ccc(Cl)cc1Br)Nc1ccccc1N1CCCC1 | nt | ? | nt | 19% | ? | nt
COc1ccccc1-c1ccc(SCc2ccc([N+](=O)[O-])cc2)nn1 | -5% | ? | 26 | 18% | ? | 24
Cc1ccc(NC(=O)CCN2C(=O)NC(C)(C)C2=O)cc1F | nt | 16% | nt | -7% | -22% | nt
Cc1cccn2c(=O)c3cc(C(=O)N4CCN(Cc5ccccc5)CC4)sc3nc12 | nt | ? | nt | ? | ? | nt
c1ccc(CCn2c(C3CC3)nc3ccccc32)cc1 | 3% | 3.3µM* | -5 | -15% | nt | -4
NC(=O)c1nn(Cc2ccccc2)c(=O)c2ccccc12 | -11% | -4% | -11 | 7% | 11% | -4
Cc1ccc(-c2csc(N(C)C(=O)c3c(C)nn(-c4ccccc4)c3Cl)n2)cc1 | 0% | ? | -7 | -9% | 12µM* | 0
COc1ccc(CCNC(=O)c2c(O)c3ccccc3n(C)c2=O)cc1 | -5% | 3% | -5 | 1% | -20% | -3
O=C(NCCN1CCNC1=O)C1CCC(=O)N(Cc2ccccc2F)C1 (configuration not stated) | nt | 20% | -14 | 2% | 7% | 4
Cc1ccccc1NC(=O)C1COc2ccccc2O1 (configuration not stated) | 5% | 53%[activator] | nt | 8% | 14% | 0
Cc1ccc(S(=O)(=O)c2cc3c(=O)n4cccc(C)c4nc3n(CC3CCCO3)c2=N)cc1 (configuration not stated) | 3% | ? | 10 | 2% | 24% | -2
Cc1cccc2cc(CN(Cc3cccs3)C(=S)NCC3CCCO3)c(=O)[nH]c12 (configuration not stated) | -2% | -11% | -4 | -3% | -18% | -1
CCCn1c(SCC(=O)NCc2ccccc2)n[nH]c1=O | 3% | 23% | 27 | 0% | 9% | -1
O=C1CCCN1c1ccc(S(=O)(=O)NCc2ccco2)cc1 | 9% | -3% | -4 | -21% | 6% | -2
O=C(c1cc(-c2ccccc2)nc2ccccc12)N1CCN(c2ccccn2)CC1 | -3% | 1% | 11 | -4% | 0% | 1
CCOC(=O)C1(Cc2ccccc2C)CCCN(C(=O)c2ccc3nccnc3c2)C1 (configuration not stated) | 13% | -23% | -6 | -16% | 13µM* | -3
Cc1ccc(NC(=O)N(CCCN2CCOCC2)Cc2cc3cc4c(cc3[nH]c2=O)OCO4)cc1 | 0% | 13µM* | 28 | 5% | 0.93µM* | -4
Cn1c(CN2CCCC2)nc2cc(NC(=O)c3ccco3)ccc21 | -9% | nt | 57 | ? | 73%[activator] | 33*

Further structures:
compound | Giardia FBPA inh | Pf growth 96h | Shiga inhibitor | Sm TGR block | Pf growth 48h | Cycloheximide cs
CC(=O)N1Cc2[nH]c3ccccc3c2CC1C(=O)O (configuration not stated) | -8% | ? | -3 | -10% | 20% | -1
CCOc1ccc(NC(=O)COC(=O)c2ccc3ncsc3c2)cc1OCC | nt | 35%[activator] | nt | 3% | -8% | nt
O=C1C(c2ccccc2)SC(=Nc2ccccc2)N1S(=O)(=O)c1ccccc1 (configuration not stated) | 3% | nt | 45 | -23% | 19% | 30*
COc1cccc(NC(=O)CSc2nn3c(=O)c(C)nnc3s2)c1 | ? | 9.3µM* | -9 | -17% | ? | -3
CCOc1ccc(NC(=O)C2CCN(S(=O)(=O)c3ccc4c(c3)NC(=O)C(C)S4)CC2)cc1 (configuration not stated) | nt | ? | -4 | 1% | ? | -9
COc1ccc2nc(N/C(N)=N/C(=S)Nc3ccccc3)nc(C)c2c1 | 2% | 3% | 69* | 27% | ? | 24*
O=C(COc1ncnc2ccc(Br)cc12)N1CCOCC1 | 2% | -11% | -16 | 4% | 14% | -1
COC(=O)c1ccccc1NC(=O)CCCn1nc([N+](=O)[O-])cc1C | 3% | 7% | 1 | 18% | 0% | -2
Cc1ccc(C(=O)OCC(=O)Nc2cc(C(C)(C)C)nn2-c2ccccc2)c(O)c1 | nt | 6% | nt | -20% | ? | nt
CCOC(=O)C(NC(=O)c1ccccc1Cl)(Nc1ccc(C(F)(F)F)cc1)C(F)(F)F (configuration not stated) | -2% | 7% | -2 | 7% | -3% | -2
CN(C)S(=O)(=O)c1cccc(-c2cn3cccnc3n2)c1 | -2% | -9% | 3 | nt | 4% | 5
CCc1nnc(NS(=O)(=O)c2ccc(NC(=O)c3cc(Cl)ccc3[N+](=O)[O-])cc2)s1 | -13% | 0% | -7 | -8% | 18% | -4
CC(=O)/C(=N/Nc1ccc(Br)cc1)Sc1cccc2cccnc12 | -11% | 33%[activator] | 1 | -1% | 5% | 3
Cc1cccc(N2CC(C(=O)Nc3ccc(S(=O)(=O)N4CCOCC4)cc3)CC2=O)c1C (configuration not stated) | 2% | 8% | -7 | 1% | -23% | -3
COc1ccccc1CN(Cc1cc2c(C)ccc(C)c2[nH]c1=O)Cc1nnnn1Cc1ccco1 | -1% | nt | -10 | 45µM* | 4.7µM* | 1
COc1ccc(NC(=O)c2cc(C(=O)Nc3ccc(OC)cc3OC)cc([N+](=O)[O-])c2)c(OC)c1 | -5% | -12% | -15 | 6% | -9% | -4
Cc1cccc(CS(=O)(=O)Cc2ccc(C(=O)O)o2)c1 | 8% | 10% | -24 | 25µM* | 3% | 5
Cc1no[n+]([O-])c1COc1ccccc1/C=C1\NC(=S)NC1=O | -11% | 10µM* | -1 | 46%[activator] | nt | 5
NCCCC[C@H](NC(=O)C1CCNCC1)c1nnc([C@@H](N)Cc2ccc(O)cc2)o1 | 3% | 142%[activator] | -10 | -6% | 82%[activator] | -2
O=C(NCc1ccco1)c1cc(S(=O)(=O)N2CCCCC2)ccc1Cl | nt | -30% | nt | -21% | 17% | nt
COc1ccc(CCNC(=O)C2CC2)cc1OC | 1% | 13% | 10 | 0% | 1% | 5
O=C(CSC1=Nc2ccccc2C2CC=NN12)Nc1ccc(F)cc1Cl (configuration not stated) | 0% | 12% | -6 | -20% | 3% | 5

One compound at a time, as listed above.
Cc1cccc(CS(=O)(=O)Cc2ccc(C(=O)O)o2)c1 is listed with Giardia FBPA inh = 8%; Pf growth 96h = 10%; Shiga inhibitor = -24; Sm TGR block = 25µM*; Pf growth 48h = 3%; Cycloheximide cs = 5
COc1ccc(CCNC(=O)C2CC2)cc1OC is listed with Giardia FBPA inh = 1%; Pf growth 96h = 13%; Shiga inhibitor = 10; Sm TGR block = 0%; Pf growth 48h = 1%; Cycloheximide cs = 5

Assay outcomes as filed in PubChem.
